Screens deposited in PubChem by several laboratories.
WT yeast gro inh – growth inhibition of WT yeast, mitochondrial fusion screen; mitochondrial fusion phenotypic screen, WT strain; inhibition, % at 10 µM; hit rate 2.1% among 190,000; AID 1362; in the data active means inhibition above about 58%; tested in S. cerevisiae
Yfh1-off respiration – enhancers of respiration in Yfh1-depleted yeast, dose response, Friedreich's ataxia, plus single-dose screen (AID 1465); hit rate 0.074% among 220,000; one-dose fold induction at 50 µM; EC50 in µM for titrated hits; S. cerevisiae Yfh1-off respiration, WST-1 reduction, 72 h; higher fold induction means a stronger effect;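 active means fold induction of absorbance versus untreated yeast above a set limit, then at least 30% activation at any dose in follow-up; inconclusive means repeats straddling the limit, or above it without dose testing; inactive means fold induction below the set limit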;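 further: activators that raise dye reduction in frataxin-depleted yeast; strong numbers were not always called active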
LYP phosphatase – inhibitors of LYP phosphatase, biochemical, fluorescence intensity, uHTS (AID 1779) | recombinant LYP phosphatase, fluorescence intensity; higher % means a stronger effect | one-dose inhibition, % at 11.5 µM; IC50 in µM for titrated hits | hit rate 0.054% among 290,000;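 further: plate controls were vehicle with enzyme for no effect and no enzyme for full effect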
TNAP activation fold – human TNAP enzyme activators, primary screen, biochemical, luminescent, no phosphate acceptor, uHTS (AID 1001) | hit rate 0.03% among 200,000 | activation fold at 20 µM, or EC50 in µM where a hit was titrated | purified TNAP, luminescent activation assay, no phosphate acceptor; higher activation fold means a stronger effect; in the data active means activation fold from about 3, or a potency from the dose series; inactive means the rest, 99 in 100 with activation fold below about 1.6; further: many of its hits are not listed in these tables
PMI inhibition – human PMI inhibitors, high substrate, primary screen, biochemical, fluorescence intensity, high mannose 6-phosphate (AID 1220). inhibition, % at 20 µM; hits with a dose series show IC50 in µM. hit rate 0.66% among 190,000. recombinant PMI enzyme, coupled fluorescence intensity; higher % means a stronger effect
XIAP antagonists – XIAP antagonists, biochemical, IAP family, fluorescence polarization (AID 1018). XIAP BIR domain, fluorescence polarization peptide displacement; higher % means a stronger effect. displacement, % at 20 µM; hits with a dose series show IC50 in µM. hit rate 0.007% among 200,000; in the data active means displacement above about 50%; further: a part of the inactive calls stands beside numbers as strong as those of hits
human PMI inhibition – inhibitors of human PMI, primary screen, biochemical, fluorescence intensity, coupled assay (AID 1209) | purified PMI enzyme, coupled fluorescence intensity; higher % means a stronger effect | inhibition, % at 20 µM; hits with a dose series show IC50 in µM | hit rate 0.42% among 190,000;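 further: plate controls were DMSO vehicle for no effect and wells lacking substrate for full effect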
M17LAP inhibition – P. falciparum M17LAP inhibitors, primary screen, biochemical, fluorogenic H-Leu-NHMec substrate, 1536-well (AID 1619). recombinant M17LAP, H-Leu-NHMec fluorogenic kinetic assay; higher % means a stronger effect. one-dose inhibition, % at 30 µM; IC50 in µM for titrated hits. hit rate 0.38% among 220,000;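 active means compound inhibiting the enzyme by more than half at any dose during confirmatory dose-response retesting; inconclusive means strong single-dose inhibitors picked by rank but not retested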;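 further: plate controls were full reaction with DMSO carrier for no effect and no enzyme background for full effect; strong numbers were not always called active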
M1AAP inhibition – P. falciparum M1AAP inhibitors, biochemical, fluorogenic H-Leu-NHMec substrate, 1536-well (AID 1445); recombinant M1AAP, H-Leu-NHMec fluorogenic kinetic assay; higher % means a stronger effect; hit rate 0.42% among 220,000; one-dose inhibition, % at 30 µM; IC50 in µM for titrated hits;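 active means primary inhibition above the hit cutoff, then over 50% inhibition at one or more dose response concentrations, cut at about 23% in these data, passing the limit was not always enough; inconclusive means conflicting primary data, or primary hits not chosen for dose response; inactive means low primary inhibition, or under 50% at every dose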;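 further: plate controls were DMSO full reaction for no effect and no enzyme background for full effect; strong numbers were not always called active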
WT yeast gro inh mutant strain – further read-out of WT yeast gro inh, marked with its call; inhibition, %; mitochondrial fusion phenotypic screen, mutant strain inhibition
* = called active by the depositor; i = inactive; ? = inconclusive; . = not tested or not shown. Unless noted, no stated cut-off is given here; in the data, active means inhibition above about 50%; inactive means the rest.

SMILES	WT yeast gro inh	WT yeast gro inh mutant strain	Yfh1-off respiration	LYP phosphatase	TNAP activation fold	PMI inhibition	XIAP antagonists	human PMI inhibition	M17LAP inhibition	M1AAP inhibition
Cc1ccc(/C=N/Nc2nnc(Cc3ccccc3)c(=O)[nH]2)o1	12	-5	i	17%	1.9	-2%	-3.5%	-5%	1%	20%
COc1ccc(-c2ccc(OC)c([C@H]3[C@H]4C=CC[C@@H](C)[C@@H]4C(=O)N3Cc3ccccc3)c2)cc1C	.	.	i	-1%	.	.	.	.	7%	3%
O=C(Nc1nnc(Cc2ccccc2)s1)c1cccnc1	6	6	i	-5%	1.1	2%	0.3%	4%	10%	5%
Cc1ccc(NC(=O)CN2C(=O)S/C(=C/c3ccc(O)c([N+](=O)[O-])c3)C2=O)cc1C	51	27	i	16%	0.9	3%	-5.8%	3%	54%	12%
Cn1cc(CC(=O)N2CCN(c3ccccc3F)CC2)c2ccccc21	7	5	i	-10%	1.2	-3%	-2.0%	1%	7%	-2%
COc1ccc(/C=C/C(=O)OCC(=O)Nc2ccc(C)cc2)cc1S(=O)(=O)N1CCOCC1	-7	19	i	0%	1.1	-6%	-3.6%	-9%	16%	5%
COc1ccc(-n2nnnc2/C=C/Nc2cc(C(F)(F)F)ccc2OC)cc1	.	.	i	6%	.	.	.	.	-5%	3%
Cn1cc(/C=C/C(=O)N2CCCC(C(=O)c3cccc(C(F)(F)F)c3)C2)cn1 (stereo not given)	-1	8	i	-6%	1.1	10%	-11%	14%	-5%	9%
COc1ccc(CNC(=O)C2CC(c3ccc(OC)cc3)=NO2)cc1 (stereo not given)	2	11	i	-5%	1	1%	-4.0%	-12%	1%	-4%
Cc1ccc(C(=O)Oc2ccc(Cl)c3cccnc23)cc1[N+](=O)[O-]	25	0	.	-4%	1.1	23%	-2.1%	19%	23%	2%
CCCCCn1c(CN2CCN(Cc3ccccc3)CC2)nc2c1c(=O)n(C)c(=O)n2C	-9	4	i	-4%	1	-3%	-2.5%	-8%	5%	5%
COc1ccc(S(=O)(=O)NCc2ccc(C(=O)N(C)Cc3ccco3)cc2)cc1	-3	-3	i	-8%	1.1	7%	-4.5%	11%	-1%	3%
O=C(Nc1ncc(S(=O)(=O)c2ccc([N+](=O)[O-])cc2)s1)c1cccnc1	.	.	i	-3%	.	.	.	.	-3%	10%
COc1ccc(-c2csc(CCn3nc(C)cc3C)n2)cc1	31	-5	i	-2%	1	2%	-4.6%	6%	-3%	2%
c1cncc(-c2nn[nH]n2)c1	.	.	i	-1%	1.1	-12%	-1.2%	-14%	3%	8%
O=C(O)CP(=O)(O)O	23	-11	i	-2%	1.1	-11%	-1.9%	-9%	1%	-9%
O=C(NCc1cccs1)NC1CCCCC1	6	12	i	-2%	1.1	-4%	-1.3%	-5%	0%	7%
O=C(CN1C(=O)C2C3CCC(C3)C2C1=O)Oc1ccc2ccccc2c1 (stereo not given)	-8	14	i	-8%	1.1	7%	1.2%	16%	-6%	1%
CC(C)n1c(SCC(=O)NCc2ccco2)nc2c1c(=O)n(C)c(=O)n2C	17	18	i	-8%	1.2	7%	-5.4%	10%	-6%	3%
O=C1NC[C@@H](Cc2ccc(O)cc2)N(CCc2cccc(F)c2)C1=O	.	.	i	-11%	.	.	.	.	1%	4%
O=C(Nc1nc(-c2ccccc2)cs1)c1cccc([N+](=O)[O-])c1	-1	-1	i	-2%	1	17%	-3.4%	23%	-3%	6%
COC(=O)C(=N/Nc1ccccc1C(=O)OC)/C(C)=N/O	.	.	i	-1%	.	.	.	.	10%	6%
CCOc1ccc(/C(O)=C2/C(=O)C(=O)N(CCOCCO)C2c2cccnc2)cc1 (stereo not given)	5	-24	i	-10%	1.1	-8%	-0.7%	0%	18%	9%
Cc1cc(OC(=O)c2ccc3ccccc3c2)c([N+](=O)[O-])c(=O)[nH]1	-16	-41	i	-4%	1.1	-2%	-3.2%	-8%	19%	17%
O=c1[nH]n2c(-c3ccccc3)nc(O)c2c2ccccc12	8	6	i	-5%	1.1	8%	2.8%	6%	2%	2%
O=C(/C=C/c1ccc2c(c1)OCCCO2)c1ccccc1O	67*	55*	i	-7%	1	6%	-6.1%	2%	0%	6%
CCOC(=O)c1c(CN2CCCCC2)n(C)c2cc(Br)c(OC)cc12	23	11	i	-3%	1	2%	-1.0%	-2%	-4%	3%
CCCCCCCC(=O)N/N=C/c1ccc([N+](=O)[O-])o1	36	26	i	-5%	0.9	-19%	-6.8%	-4%	-7%	6%
Cc1ccc(OCC(=O)n2nc(C)cc2C)c(Br)c1	3	-7	i	-6%	1.1	-1%	-3.1%	4%	9%	7%
CN(Cc1ccon1)C(=O)CCc1nnc(Cc2ccc(-c3ccccc3)cc2)o1	-9	1	i	-7%	1	12%	-6.8%	23%	-14%	3%
CC(=O)Oc1ccc2c(C)cc(=O)oc2c1C(=O)c1ccccc1	-11	1	i	-8%	1.1	-1%	-1.7%	-6%	-15%	2%
CNC(=O)C1=C(C)Nc2nc3ccccc3n2C1c1ccc(F)cc1 (stereo not given)	.	.	i	-7%	.	.	.	.	7%	1%
O=C(O)c1ccc(N/N=C/c2ccc(OC(=O)c3cccc(Cl)c3)cc2)cc1	.	.	i	2%	.	.	.	.	-2%	6%
C/C=C/C=C/C(=O)OCC(=O)Nc1ccc(Cl)cc1	9	10	i	-2%	1	0%	-6.5%	-5%	-4%	3%
O=C(COC(=O)c1ccc(O)cc1)Nc1cccc(S(=O)(=O)NC2=NCCCCC2)c1	.	.	i	-4%	.	.	.	.	8%	5%
Cc1cc(Oc2nc3c(C)cccn3c(=O)c2/C=C(\C#N)S(=O)(=O)c2ccccc2)ccc1Cl	24	1	i	-7%	1.1	-7%	-2.3%	-6%	2%	5%
CC(C)NC(=O)c1sc2nc3c(c(-c4cccs4)c2c1N)CN(C)CC3	44	10	i	-3%	1.1	-57%	-4.2%	-29%	4%	5%
CCOc1ccc(S(=O)(=O)NCCC(=O)OCN2C(=O)c3ccccc3C2=O)cc1	-11	-1	i	-5%	1.1	11%	-19%	6%	3%	1%
CC1CCC(NC(=O)C2CCC(CNS(=O)(=O)c3cccc4nsnc34)CC2)CC1 (stereo not given)	5	3	i	3%	0.9	-2%	-3.5%	-4%	-4%	4%
CC(C)N(Cc1ccccc1)C(=O)c1cnc2n(c1=O)CCS2	-9	-3	i	3%	1.1	13%	-5.8%	15%	16%	12%
CCCCCNc1c(C(=O)OCC)c(=O)[nH]c2ccccc12	-18	-15	.	-8%	1.1	23%	4.6%	10%	0%	2%
Cc1ccc2oc(=O)n(CC(=O)O)c2c1	7	7	i	-10%	1.2	6%	-5.0%	8%	-4%	-6%
O=C(NCCc1ccccc1)c1ccccc1NC(=O)C1CCCCC1C(=O)O (stereo not given)	-25	0	i	-5%	1.1	-16%	-3.7%	-6%	42%	2%
Cc1cc(C)n(-c2ccc(C(=O)OC(C)C)cc2)n1	8	16	i	-1%	1	-4%	-6.0%	-3%	6%	-1%
O=C(N/N=C/c1ccccc1OCc1ccccc1)c1cccs1	-14	2	i	2%	1.1	-1%	-2.9%	9%	8%	9%
COc1cccc(CN(C)C(=S)Nc2cccc(C)c2)c1	15	26	i	-3%	0.8	0%	-5.4%	-3%	0%	6%
O=c1cc(N2CCC3(CC2)OCCO3)[nH]c(=O)n1C1CCCCC1	-12	3	i	-8%	1.1	23%	-2.5%	8%	-2%	4%
CCOC(=O)CSc1nnc([C@H](CC(C)C)NC(=O)OC(C)(C)C)o1	-17	-5	i	5%	1	2%	-9.5%	-5%	2%	7%
CC(=O)N1CCN(C(=O)c2cc(C)nc3ccccc23)CC1	3	5	i	-6%	1.1	1%	-7.4%	0%	-1%	2%
Fc1ccc(Nc2c(-c3ccco3)nc3ccccn23)cc1	15	13	i	-4%	1.2	3%	-4.1%	7%	-4%	18%
COc1cc(/C=C(/C#N)c2ccc(F)cc2)ccc1Oc1ccc([N+](=O)[O-])cn1	-1	10	i	11%	1	1%	-5.5%	10%	6%	5%
CCOc1ccc(CNC(=O)CCCc2cn(C)c3ccccc23)cc1OC	-21	-14	.	-6%	1.1	6%	-3.8%	9%	8%	3%
CC1=CCC2C(=O)N(c3ccc(C)c(Br)c3)C(=O)C2C1 (stereo not given)	6	2	i	7%	1.1	14%	-7.9%	14%	8%	-2%
C/C(=N/Nc1ccc(C(=O)O)cc1)c1ccc(O)c(O)c1O	-8	-13	i	1%	0.9	-21%	-8.8%	33%	59%	6%
CCNC(=O)c1ccccc1NC(=O)c1cccc(S(=O)(=O)N2CCOCC2)c1	-2	-6	i	-3%	1	19%	-9.8%	8%	9%	8%
CC1CCN(S(=O)(=O)c2cccc(C(=O)NCc3cccs3)c2)CC1	13	13	i	2%	1.1	6%	-2.3%	10%	6%	8%
Cc1ccc(NC(=O)CS(=O)CC(=O)N(CC(=O)NC2CCCC2)c2cc(C)ccc2C)cc1 (stereo not given)	6	-6	i	-3%	1.2	-4%	-6.9%	-2%	5%	?
CN(C)/C=C/C(=O)/C=C/c1ccc(Cl)cc1	-8	13	i	-5%	1.1	8%	-2.8%	5%	20%	14%
CC(C)(C)c1cc(NC(=O)c2cccnc2)no1	-9	-7	i	2%	1	-2%	-8.5%	5%	-1%	6%
CCOc1ccc2nc(NC(=O)C(CCSC)NS(=O)(=O)c3cccs3)sc2c1 (stereo not given)	-6	-6	i	-5%	1	-1%	2.0%	-1%	-5%	11%
(next part)
SMILES	WT yeast gro inh	WT yeast gro inh mutant strain	Yfh1-off respiration	LYP phosphatase	TNAP activation fold	PMI inhibition	XIAP antagonists	human PMI inhibition	M17LAP inhibition	M1AAP inhibition
O=C(NCc1cccs1)c1ccc(S(=O)(=O)N2CCCCC2)cc1	-11	-1	i	-7%	1	-5%	-9.0%	-12%	1%	6%
O=C(OC1CSc2nc3ccccc3n2C1)c1ccco1 (stereo not given)	0	3	i	-13%	1.1	4%	2.6%	0%	14%	-1%
COc1cc2cc(C(c3nnnn3C3CCCCC3)N(C)C3CCCCC3)c(=O)[nH]c2cc1OC (stereo not given)	14	16	i	3%	1	4%	1.0%	9%	1%	10%
CN(NC(=O)/C=C/C(=O)O)c1ncc(C(F)(F)F)cc1Cl	-9	10	i	-6%	1	-11%	-5.1%	-19%	-2%	12%

3 compounds from above, sorted by the number in human PMI inhibition, rising:
| SMILES | human PMI inhibition |
| --- | --- |
| CCCCCCCC(=O)N/N=C/c1ccc([N+](=O)[O-])o1 | -4% |
| O=c1[nH]n2c(-c3ccccc3)nc(O)c2c2ccccc12 | 6% |
| COc1cc2cc(C(c3nnnn3C3CCCCC3)N(C)C3CCCCC3)c(=O)[nH]c2cc1OC (stereo not given) | 9% |
